Arrestin-AP2 inh: inhibitors of human beta-arrestin and AP2 interaction; FITC-arrestin peptide / GST-AP2 beads, flow cytometry; AP2 beta2 appendage carries R879A mutation; inhibition, % at 10 µM; 340,000 tested, 0.31% active;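 active means inhibition above a set limit, near 3 SD of compounds lacking own fluorescence, cut at about 54% in these data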;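 further: plate controls were DMSO wells for no effect and 5 µM unlabelled arrestin peptide for full effect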
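system = GST-tagged AP2 beta2-adaptin appendage (R879A) on 4 µm glutathione beads | reagent = FITC-labelled arrestin peptide probe, 50 nM final | schedule = compound with beads 12 min RT, then probe 1 h RT | signal = HyperCyt-sampled flow cytometry, FL1 channel, ex 488/em 535 nm | read-out = percent response from loss of bead-bound FITC fluorescence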
OPRM1-OPRD1 inv: inverse agonists of human mu-delta opioid receptor heterodimerization. inhibition, % at 9.3 µM. P35372+P41143. 340,000 tested, 0.21% active. cell-based MOR-DOR heterodimer luminescence, inverse agonism; in the data active means inhibition above about 22%, passing the limit was not always enough;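 further: 0% = cells with DMSO and 100% = wells without cells with DMSO; values of inactives mirror those of a sister screen read the other way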
Target sequence (P35372 whole entry, looked up): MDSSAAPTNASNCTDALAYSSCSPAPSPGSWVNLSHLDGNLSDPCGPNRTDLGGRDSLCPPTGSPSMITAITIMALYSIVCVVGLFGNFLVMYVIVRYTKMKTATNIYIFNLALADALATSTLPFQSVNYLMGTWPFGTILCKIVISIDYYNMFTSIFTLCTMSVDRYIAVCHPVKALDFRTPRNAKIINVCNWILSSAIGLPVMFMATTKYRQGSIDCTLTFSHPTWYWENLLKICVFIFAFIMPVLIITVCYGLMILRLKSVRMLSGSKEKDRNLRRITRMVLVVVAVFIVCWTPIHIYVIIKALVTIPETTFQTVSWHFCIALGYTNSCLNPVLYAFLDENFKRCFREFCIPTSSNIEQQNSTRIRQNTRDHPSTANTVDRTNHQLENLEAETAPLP
Target sequence (P41143 whole entry, looked up): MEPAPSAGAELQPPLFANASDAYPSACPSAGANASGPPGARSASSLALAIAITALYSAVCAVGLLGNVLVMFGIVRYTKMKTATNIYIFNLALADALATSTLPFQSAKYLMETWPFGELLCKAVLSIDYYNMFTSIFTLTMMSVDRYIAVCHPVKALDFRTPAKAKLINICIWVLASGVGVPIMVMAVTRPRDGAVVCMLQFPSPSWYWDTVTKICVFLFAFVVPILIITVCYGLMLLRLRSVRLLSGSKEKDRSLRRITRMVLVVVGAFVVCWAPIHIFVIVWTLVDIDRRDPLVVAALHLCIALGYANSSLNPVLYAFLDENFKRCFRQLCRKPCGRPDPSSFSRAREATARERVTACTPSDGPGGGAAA
Mot1-301 SUMO: inhibitors of SUMOylation pathway: yeast Mot1-301 growth rescue | 320,000 tested, 1% active | growth rescue, % at 18.8 µM | S. cerevisiae Mot1-301 growth rescue, ATP luminescence, 38.5C; percent above DMSO median, 100 means doubled;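 active means every valid replicate shows activation above 250% relative to neutral control wells; inactive means the rest, any valid replicate at or below 250%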;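 further: OY570 slx delta 5 strain wells were the positive control but not used for scaling; some compounds called inactive have numbers as strong as hits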
PKA-R1A act: PKA-R1A complex activation. PKA-R1A dissociation, Cy5-IP20 fluorescence polarization; scaled: DMSO 0%, 113 µM cGMP 100%. activation, % at 11.4 µM. 340,000 tested, 0.083% active. AID 504707;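 active means percent activation above the mean of all tested compounds plus 3 SD, cut at about 19% in these data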;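 further: higher means more PKAc released from R1A so a rise in polarization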
phage Ecoli inh: E. coli growth loss with phage present; growth absorbance; inhibition, % at 11.9 µM; 360,000 tested, 0.26% active; AID 651602; in the data active means inhibition above about 11%
Ecoli viability: counter-screen for AddAB inhibitors: E. coli growth inhibition. E. coli V3065 growth, OD600 absorbance, 18 h. inhibition, % at 11.9 µM. 330,000 tested, 0.27% active. AID 449728;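 active means inhibition above the campaign's mean inhibition across all tested compounds plus 3 SD, cut at about 9.9% in these data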;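 further: uninfected addAB+ strain grown without phage in ampicillin broth; 0% = DMSO wells and 100% = ciprofloxacin 0.95 µg/ml wells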
AddAB inh: less growth of phage-infected E. coli with AddAB; E. coli expressing H. pylori AddAB, absorbance growth; AID 435030; 330,000 tested, 0.29% active; inhibition, % at 11.9 µM; in the data active means inhibition above about 12%;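 further: 0% = vehicle wells of infected cells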
Tat transport: inhibitors of E. coli Tat protein transport | E. coli MC4100 TorA-mCherry Tat export, fluorescence | inhibition, % at 10 µM | 340,000 tested, 0.036% active;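 active means mean replicate inhibition at least 50% and at least half of replicates individually reaching 50%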;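 further: exported cargo escapes ClpAP degradation while cytoplasmic cargo is degraded and loses fluorescence; 0% = median of neutral control wells and 100% = median of NaSCN control wells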
DSG3 Ab inh: human desmoglein-3 autoantibody binding inhibition. P32926. DSG3-coupled beads, scFv-anti-DSG3-GFP binding, flow cytometry; active compounds read low. binding (percent of control), % at 10 µM. 310,000 tested, 0.48% active. AID 588358;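 active means binding more than 3 SD below its plate's average and above zero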;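 further: hits lower antibody fragment binding to DSG3; some compounds called inactive have numbers as strong as hits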
PfHsp90 set2: growth inhibition of yeast expressing Plasmodium Hsp90; S. cerevisiae expressing PfHsp90, BacTiter-Glo ATP, 48 h; yeast lacking PDR1 and PDR3 efflux regulators; inhibition, % at 9.4 µM; 310,000 tested, 0.32% active; AID 504621;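 active means every replicate shows inhibition above about 80%, whatever the replicate mean, limit read from the data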;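 further: 0% = DMSO neutral controls and 100% = 20 µM radicicol positive controls; yeast relying on Plasmodium falciparum Hsp90 in place of its own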
OPRM1-OPRD1 ag: OPRM1-OPRD1 heterodimerization agonism; activation, % at 9.3 µM; cells, luminescence; 340,000 tested, 0.3% active; in the data active means activation above about 18%;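 further: 0% = vehicle-treated cells and 100% = reference agonist; values of inactives mirror those of a sister screen read the other way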
* marks the source's active call; other numbers are inactive results; x = not tested or not shown.

Each structure is followed by: Arrestin-AP2 inh	OPRM1-OPRD1 inv	Mot1-301 SUMO	PKA-R1A act	phage Ecoli inh	Ecoli viability	AddAB inh	Tat transport	DSG3 Ab inh	PfHsp90 set2	OPRM1-OPRD1 ag
- CC1Cc2ccccc2N1C(=O)CN1CCC(n2nnc3cc(C(F)(F)F)ccc32)CC1 (stereo unspecified)
  3.3	-6.3	-4.0	-2.2	3.2	1.6	2.7	-6.5	x	-21.6	1.5
- CSc1ncccc1C(=O)N1CCN(S(=O)(=O)c2ccccc2)CC1
  21.7	12.2	-6.2	9.4	-1.2	1.6	2.7	-9.2	95.0	-16.5	-2.0
- Cc1ccc(S(=O)(=O)N2CCCCC2)cc1NC(=O)c1cccnc1
  65.4*	-2.2	x	-6.2	4.3	x	x	-6.6	103.3	-22.0	0.3
- Cc1cc(C(=O)NNC(=O)c2ccc(NC(=O)CC#N)cc2)c(C)o1
  2.3	5.9	9.4	-1.3	1.9	1.1	0.8	-2.1	100.6	x	-1.5
- CCc1ccc2oc(C(=O)NCc3ccc(S(N)(=O)=O)cc3)c(C)c2c1
  9.9	7.5	2.4	3.1	3.3	-1.5	1.4	-0.3	97.5	13.8	-1.5
- CCC(C)NC(=O)c1ccccc1NC(=O)c1ccccc1N(C)S(C)(=O)=O (stereo unspecified)
  12.8	7.1	378.3	0.1	1.7	1.9	2.4	4.1	90.9	-2.4	-1.3
- CC(C)CCNC(=O)c1sc2ccc(S(=O)(=O)N3CCCCC3)cc2c1N
  -3.5	3.9	-6.2	3.2	0.2	-1.1	3.2	7.2	87.5	-37.2	-0.6
- COc1ccc(-c2ccnc3c(Br)c(C)nn23)cc1
  -2.1	6.9	34.4	-3.1	0.5	-1.5	3.0	2.9	x	-7.1	-1.7
- Cc1ccc(N(CC(=O)Nc2ccccc2-c2ccccc2)S(=O)(=O)c2ccccc2)cc1
  0.3	-4.9	-0.7	6.8	3.7	-0.6	3.9	-0.7	x	5.3	1.2
- O=C1C(c2cc(=O)c3ccccc3[nH]2)=C(O)c2ccccc21
  12.1	10.3	-7.2	-18.6	5.0	1.6	-0.4	2.7	93.5	5.8	-1.4
- NC(=O)[C@H]1CC2(CC(c3cccc(NC(=O)CC(c4ccccc4)c4ccccc4)c3)=NO2)CN1C(=O)C(c1ccccc1)c1ccccc1 (stereo partly specified)
  1.4	8.3	14.4	0.6	1.9	-0.6	-2.4	0.1	93.2	-16.0	-1.5
- N#C/C=C/N1CCN(C(=O)c2ccco2)CC1
  23.3	-2.6	-4.6	-4.8	0.9	-2.6	0.3	2.1	94.9	22.9	0.7
- Cc1ccc2c(CN3CCN(CCO)CC3)cc(=O)oc2c1
  -3.6	11.9	11.0	-5.1	3.9	2.4	3.3	-4.8	105.0	2.6	-2.4
- COC(=O)COc1ccc(S(=O)(=O)Nc2ccc3c(c2)OCCO3)cc1C
  -11.9	-10.7	28.9	1.5	0.9	0.9	1.7	7.0	132.1	0.5	2.2
- C=CCN1C(=O)SC(Cc2cccc(OC)c2O)C1=O (stereo unspecified)
  6.1	10.7	7.4	-5.7	4.8	1.3	0.5	-4.0	99.0	-1.0	-2.1
- CCCCn1c(=NC(=O)c2cccnc2)c(C#N)cc2c(=O)n3cccc(C)c3nc21
  1.7	17.4	-8.7	-11.0	2.8	-0.8	-2.5	1.0	x	-18.0	-3.4
- CC(C)(C)NC(=O)COC(=O)c1ccc(Cl)c(S(N)(=O)=O)c1
  35.2	18.6	-18.6	-7.6	0.6	-0.5	5.1	-3.9	114.3	x	-3.9
- Cc1csc(NC(=O)CSc2nncn2C)n1
  9.3	8.3	8.6	-6.7	3.3	-2.6	3.1	2.1	113.5	24.1	-2.0
- NS(=O)(=O)c1cccc(NC(=O)COC(=O)CCN2C(=O)c3ccccc3C2=O)c1
  -2.2	12.7	0.0	-8.4	0.1	-0.2	2.8	3.0	x	4.3	-3.1
- CNC(=O)c1c(NC(=O)c2ccc(S(=O)(=O)N3CCCc4ccccc43)cc2)sc2c1CCN(C)C2
  0.1	18.5	-1.1	-20.3	4.6	-2.5	-2.5	-3.5	132.4	-10.4	-3.5
- S=C(c1ccc[nH]1)N1CCOCC1
  -5.6	14.4	0.6	2.6	-5.0	-0.6	0.5	-5.0	95.2	37.6	-2.8
- COc1ccc(OCC(=O)Nc2ccc(S(=O)(=O)Nc3nc(C)cc(C)n3)cc2)cc1
  -6.3	11.2	2.0	-16.5	4.0	-0.6	0.8	7.7	105.6	-33.5	-2.2
- O=C(OCc1csc(Nc2ccccc2)n1)c1ccc(Cl)cc1
  -1.5	-9.3	32.0	-7.4	4.8	-2.2	-1.1	1.5	105.5	1.5	2.0
- CC(Sc1nc2ccccc2s1)C(=O)c1c(N)n(C)c(=O)n(C)c1=O (stereo unspecified)
  0.9	15.7	712.0	-24.4	2.3	-0.8	-0.3	-3.9	98.5	1.3	-3.0
- CCNc1nc(Cl)nc(NNC(=O)C(C)Oc2ccccc2)n1 (stereo unspecified)
  26.4	12.0	-11.3	-14.9	4.0	-0.3	2.9	-1.7	98.8	9.3	-2.7
- Cn1c(SCC(=O)Nc2ccc3c(c2)OCCO3)nnc1C1CC1
  2.0	10.6	27.1	-1.1	0.0	-0.1	2.2	1.3	92.9	19.4	-1.7
- Cc1ccc(S(=O)(=O)N2CCN(C(=O)COC(=O)C3CCC3)CC2)c(C)c1
  0.8	11.7	-8.8	-8.4	1.5	0.0	1.5	-1.8	121.8	-27.1	-2.2
- O=C(CN1C(=O)c2cccc3cccc1c23)Nc1ccc(S(=O)(=O)Nc2nccs2)cc1
  -0.8	10.2	6.7	0.6	0.7	0.5	1.2	-0.7	101.2	-7.6	-2.4
- O=C(Nc1ccccc1)c1ccc(COc2ccccc2)cc1
  -9.6	-12.8	0.7	-3.9	1.4	-0.3	1.8	-1.6	97.3	31.9	1.8
- COc1ccc(C(C)=O)cc1CSCCC#N
  9.6	9.4	13.8	-6.1	1.2	-1.6	5.9	-3.9	102.1	x	-1.9

Laid out differently: results already given.
| smiles | Arrestin-AP2 inh | OPRM1-OPRD1 inv | Mot1-301 SUMO | PKA-R1A act | phage Ecoli inh | Ecoli viability | AddAB inh | Tat transport | DSG3 Ab inh | PfHsp90 set2 | OPRM1-OPRD1 ag |
| --- | --- | --- | --- | --- | --- | --- | --- | --- | --- | --- | --- |
| C=CCN1C(=O)SC(Cc2cccc(OC)c2O)C1=O (stereo unspecified) | 6.1 | 10.7 | 7.4 | -5.7 | 4.8 | 1.3 | 0.5 | -4.0 | 99.0 | -1.0 | -2.1 |
| CCc1ccc2oc(C(=O)NCc3ccc(S(N)(=O)=O)cc3)c(C)c2c1 | 9.9 | 7.5 | 2.4 | 3.1 | 3.3 | -1.5 | 1.4 | -0.3 | 97.5 | 13.8 | -1.5 |
| Cc1csc(NC(=O)CSc2nncn2C)n1 | 9.3 | 8.3 | 8.6 | -6.7 | 3.3 | -2.6 | 3.1 | 2.1 | 113.5 | 24.1 | -2.0 |
| O=C(Nc1ccccc1)c1ccc(COc2ccccc2)cc1 | -9.6 | -12.8 | 0.7 | -3.9 | 1.4 | -0.3 | 1.8 | -1.6 | 97.3 | 31.9 | 1.8 |

(more compounds)
Each structure is followed by: Arrestin-AP2 inh	OPRM1-OPRD1 inv	Mot1-301 SUMO	PKA-R1A act	phage Ecoli inh	Ecoli viability	AddAB inh	Tat transport	DSG3 Ab inh	PfHsp90 set2	OPRM1-OPRD1 ag
- CN(c1ccc(C(=O)N2CCOCC2)cc1)S(=O)(=O)c1cccs1
  16.3	18.6	45.7	0.7	3.0	-0.9	2.4	-4.5	103.2	-5.6	-3.5
- COCCn1cc(-c2csc(N)n2)c2ccccc21
  4.0	-5.2	-12.8	5.5	0.3	-0.4	3.7	5.8	105.1	6.9	1.1
- CCOc1ccc(OCCC(=O)OCC(=O)N2CCN(S(=O)(=O)c3ccc(Cl)cc3)CC2)cc1
  -7.0	14.1	-10.4	-10.4	0.7	-1.4	0.4	-3.8	99.6	16.5	-2.6
- CCOC(=O)N1CCN(C(=O)C2CCC(=O)N(CCCN3CCCC3=O)C2)CC1 (stereo unspecified)
  -7.1	14.9	11.4	7.9	0.8	-1.9	2.8	-6.6	96.5	0.1	-2.8
- COc1ccc(CCNC2=C(Cl)C(=O)N(CCc3ccccc3)C2=O)cc1OC
  17.9	-3.1	-1.4	1.9	1.6	-1.9	-1.9	-2.6	102.5	10.6	0.6
- Cc1ccc(C(=O)Nc2cc(Cl)ccc2N2CCCCC2)s1
  0.6	-5.0	-0.4	-1.7	1.7	0.5	1.9	-14.7	102.2	15.2	1.0
- COc1cc(OC)c(C(=O)N(CCc2ccccc2)Cc2ccccc2)cc1OC
  -7.3	4.3	-3.4	-7.1	-1.2	0.8	-0.1	6.8	97.8	-10.1	-1.3
- COc1ccc2cc(CN(CCCN3CCOCC3)Cc3nnnn3C3CCCCC3)c(=O)[nH]c2c1
  6.0	-2.5	-2.8	2.6	0.0	-3.0	1.6	5.0	109.0	11.6	0.4
- CCCCCOc1ccc(CSc2n[nH]c(C)n2)cc1
  14.8	-5.3	-6.6	-10.7	3.6	1.5	2.9	-2.1	111.3	13.3	1.0
- O=C(NC(=S)N(Cc1ccccc1)c1ccccn1)C1CC1
  4.3	-29.0	0.9	5.8	1.6	1.6	-7.8	0.8	106.0	-12.2	4.0
- COCc1c(C(=O)OCc2c(C)noc2C)oc2ccccc12
  -13.9	0.3	2.7	-1.8	4.0	-0.1	0.3	3.2	104.5	-3.8	-0.1
- CCc1nnc(NC(=O)CSc2nc(-c3ccc(F)cc3)cc(-c3ccccc3)c2C#N)s1
  0.1	9.7	x	-0.2	5.0	x	x	0.8	101.7	-3.5	-1.4
- Cc1cc(C)c(CSc2ncc(-c3ccc([N+](=O)[O-])cc3)[nH]2)c(C)c1
  -4.0	6.7	28.3	-15.0	3.1	2.9	3.8	5.3	99.7	-20.9	-1.3
- Cc1ccccc1Nc1nc(=O)c2cc([N+](=O)[O-])ccc2s1
  -0.2	-1.4	0.3	-3.6	0.8	1.1	3.3	-5.0	103.7	-5.2	0.3
- O=S(=O)(NCC(c1cccnc1)N1CCN(c2ccccc2F)CC1)c1cccs1 (stereo unspecified)
  25.0	2.4	33.9	-1.4	4.1	2.9	-2.9	1.1	101.7	-3.7	-0.4
- CCN(CC(=O)Nc1ccc2c(c1)OCCO2)C(=O)CSCC(=O)Nc1ccc(C)cc1
  -8.4	5.0	-10.8	-6.6	0.7	-1.3	-2.2	4.4	108.5	-9.9	-0.8
- COc1ccc(OC)c(Nc2nc3ccc(C)cc3n3cnnc23)c1
  9.6	2.3	-5.4	1.2	2.0	1.1	-0.2	-7.3	94.6	-6.8	-0.5
- CC(=O)Nc1ccc(NC(=O)COC(=O)c2ccccc2C(=O)c2ccccc2)cc1
  -8.2	7.9	10.4	8.3	1.3	1.8	0.6	-5.0	99.6	1.4	-2.0

High-throughput results as filed in PubChem.
